NOD2 RIPK2 PPI: NOD2-RIPK2 binding disruptors in cells, primary screen, fluorescence, CHO cells, BLA complementation | CCF4 ratio | Receptor-interacting serine/threonine-protein kinase 2 (Homo sapiens), O43353 | AID 624267, 2012 | 360,000 tested, 0.38% active | inhibition, % at 4.98 µM; in the data active means inhibition above about 21%;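 further: 0% = vehicle only and 100% = reference blocker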
TWEAK-Fn14 inh: inhibitors of TWEAK-Fn14 signaling, primary screen, luciferase reporter cells, uHTS; 360,000 tested, 2% active; inhibition, % at 10 µM; TWEAK-stimulated Fn14 reporter cells, luciferase luminescence, 8 h; in the data active means inhibition above about 50%
TROY NFkB inh: inhibitors of TROY-driven NF-kB signaling, primary screen, Q293 LMP1-TROYcd cells, NF-kB luciferase, uHTS; Q293 LMP1-TROYcd NF-kB luciferase reporter, 4 h; inhibition, % at 10 µM; 360,000 tested, 0.98% active; AID 1347056, 2019;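 active means compounds whose plate-normalised and pattern-corrected inhibition of the luciferase reporter signal at the single screening dose is 50% or more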
NCOA2 inhibitor: inhibition of GAL4-SRC2 driven luciferase reporter, primary screen, SRC2 inhibitor project, cell-based, luminescence; AID 651957, 2012; 370,000 tested, 0.17% active; HEK293 GAL4-SRC2 luciferase reporter; Nuclear receptor coactivator 2 (Homo sapiens), Q15596; inhibition, % at 9 µM;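 active means inhibition above the mean inhibition of all tested compounds plus 3 SD, set per campaign, cut at about 52% in these data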;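 further: 0% = DMSO treated cells and 100% = cells given Gossypol at 36 µM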
TLR9-MyD88 block: inhibitors of TLR9-MyD88 association in cells, primary screen, cell-based, CHO, BLA complementation, fluorescence | CCF4 FRET ratio | inhibition, % at 4.98 µM | 340,000 tested, 0.21% active | AID 504734, 2011;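 active means inhibition above the mean over all tested compounds plus 3 SD, cut at about 21% in these data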;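 further: 0% = DMSO only wells and 100% = clavulanate BLA inhibitor control wells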
Exocytosis inh: LAMP-1 surface exposure blockers, TALL-104 cells – cell-based, flow cytometry, MLPCN library, primary screen; TALL-104 LAMP-1 surface exposure; cells stimulated with thapsigargin and PMA; inhibition, % at 10 µM; 360,000 tested, 0.66% active; AID 651702, 2012;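 active means inhibition above about 55%, limit read from the data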
COUP-TFII inh: NR2F2 transcriptional activity inhibitors, primary screen, cell-based, luciferase reporter, HEK293T, luminescence. COUP transcription factor 2 (Homo sapiens), P24468. HEK293T NGFI-A luciferase reporter. inhibition, % at 8.6 µM. 370,000 tested, 0.7% active;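 active means inhibition above a per-plate cutoff, mean inhibition of test wells between control levels plus 3 SD, cut at about 38% in these data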;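 further: cells cotransfected with COUP-TFII expression vector driving the NGFI-A reporter; 0% = median of COUP-TF2 test wells and 100% = reporter-only cells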
NCOA3 inh: SRC3 coactivator transcriptional activity inhibitors, primary screen, cell-based, luminescence; 360,000 tested, 0.17% active; HEK293 GAL4-SRC3 luciferase reporter; inhibition, % at 3.6 µM; Nuclear receptor coactivator 3 (Homo sapiens), Q9Y6Q9;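 active means inhibition above a per-campaign cutoff, the mean of all compounds plus 3 SD, cut at about 60% in these data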;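 further: 0% = DMSO-treated cells and 100% = gossypol-treated cells at 36 µM; higher means less SRC3-driven luciferase light from the GAL4 reporter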
NCOA1 inh: SRC1 coactivator transcriptional activity inhibitors, primary screen, cell-based, luminescence | AID 588354, 2011 | Nuclear receptor coactivator 1 (Homo sapiens), Q15788 | 360,000 tested, 0.12% active | HEK293 GAL4-SRC1 luciferase reporter | inhibition, % at 3.6 µM;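 active means inhibition above the campaign mean plus 3 SD, with each screening campaign given its own cutoff, cut at about 60% in these data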;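 further: 0% = DMSO treated cells and 100% = gossypol at 36 µM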
NR5A2 inv ag: LRH-1 (NR5A2) inverse agonists, primary screen, cell-based, luminescence, HEK293T, StAR-luciferase reporter | Nuclear receptor subfamily 5 group A member 2 (Homo sapiens), O00482 | LRH-1 transfected, 24 h | inhibition, % at 3.6 µM | 360,000 tested, 0.13% active | AID 602396, 2012;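 active means inhibition above the mean inhibition of all tested compounds plus 3 SD, cut at about 73% in these data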;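 further: 0% = DMSO wells and 100% = reporter-only cells lacking LRH-1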
ABHD5 PLIN5 PPI: ABHD5-PLIN5 interaction inhibitors, primary screen, cell lysate, split luciferase complementation, luminescence | 360,000 tested, 0.78% active | inhibition, % at 4 µM | Perilipin-5 (Homo sapiens) + 1-acylglycerol-3-phosphate O-acyltransferase ABHD5 (Homo … | Split G. princeps luciferase complementation, 4 h;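 active means inhibition above the mean inhibition across every tested compound plus 3 SD, cut at about 22% in these data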;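 further: 0% = DMSO only wells and the 100% control is not disclosed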
Target sequence (Q00G26 whole entry, looked up): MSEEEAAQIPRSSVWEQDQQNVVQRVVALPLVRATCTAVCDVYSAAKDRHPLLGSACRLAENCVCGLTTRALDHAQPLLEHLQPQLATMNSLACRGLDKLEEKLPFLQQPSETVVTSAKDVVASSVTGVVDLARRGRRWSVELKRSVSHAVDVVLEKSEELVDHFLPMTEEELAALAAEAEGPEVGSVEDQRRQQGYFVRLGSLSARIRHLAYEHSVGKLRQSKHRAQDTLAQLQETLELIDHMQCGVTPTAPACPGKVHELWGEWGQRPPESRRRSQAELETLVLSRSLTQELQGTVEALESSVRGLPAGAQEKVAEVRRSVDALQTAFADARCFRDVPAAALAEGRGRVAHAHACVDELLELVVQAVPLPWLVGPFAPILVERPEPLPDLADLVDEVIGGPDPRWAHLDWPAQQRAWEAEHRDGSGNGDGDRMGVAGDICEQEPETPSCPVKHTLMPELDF
Target sequence (Q8WTS1 whole entry, looked up): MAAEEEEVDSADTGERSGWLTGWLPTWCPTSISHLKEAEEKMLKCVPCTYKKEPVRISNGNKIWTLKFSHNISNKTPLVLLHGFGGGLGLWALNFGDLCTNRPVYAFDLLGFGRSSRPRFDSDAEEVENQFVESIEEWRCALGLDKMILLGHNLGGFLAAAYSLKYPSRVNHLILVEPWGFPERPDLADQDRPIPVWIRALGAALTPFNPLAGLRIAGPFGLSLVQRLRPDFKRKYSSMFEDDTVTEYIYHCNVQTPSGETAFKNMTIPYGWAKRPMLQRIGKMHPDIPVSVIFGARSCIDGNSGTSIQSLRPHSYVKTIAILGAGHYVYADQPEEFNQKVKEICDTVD
Numbers without * were called inactive; x = no result given; & = joins results of further samples. These rows are one share of the data; rates above refer to the full screens.

no.	SMILES	NOD2 RIPK2 PPI	TWEAK-Fn14 inh	TROY NFkB inh	NCOA2 inhibitor	TLR9-MyD88 block	Exocytosis inh
1	C=CCOc1ccccc1/C=N/O	-7	-6	-9	-19	9	-1
2	COCCNC(=S)N/N=C(\C)c1ccccc1O	-10	-13	-10	-39	2	-3
3	COc1ccc([N+](=O)[O-])cc1NC(=O)CSc1nncn1-c1ccccc1	6	11	6	21	2	-1
4	Cc1nc2ccc(NC(=O)N(C)c3ccccc3)cc2s1	-9	-14	5	-17	2	-7
5	CCCCOC(=O)CSc1n[nH]c(=O)[nH]c1=O	-1	9	-7	16	3	0
6	Cc1ccc(NC(=S)NCc2ccc3c(c2)OCO3)c(C)c1	-11	-1	-21	-3	6	-4
7	O=C(CCC(NC(=O)OCc1ccccc1)C(=O)OCC(=O)N1CCCCC1)OCC(=O)N1CCCCC1 (stereo not given)	-3	-3	-2	2	6	-2
8	COc1ccc(C(=O)C2CCCN(C(=O)C3CCOCC3)C2)cc1OC (stereo not given)	-7	-10	-10	0	-5	0

no.	COUP-TFII inh	NCOA3 inh	NCOA1 inh	NR5A2 inv ag	ABHD5 PLIN5 PPI
1	-4	10	0	20	2
2	-32	-21	-48	-31	1
3	12	-20	-6	-5	1
4	-2	9	13	8	7
5	8	-8	-5	7	5
6	-6	19	-7	8	-2
7	6	-12	6	-8	-2
8	22	-26	5	-26	2

Arranged by length of the SMILES (descending): six of the compounds above.
no.	SMILES	NOD2 RIPK2 PPI	TWEAK-Fn14 inh	TROY NFkB inh	NCOA2 inhibitor	TLR9-MyD88 block	Exocytosis inh
7	O=C(CCC(NC(=O)OCc1ccccc1)C(=O)OCC(=O)N1CCCCC1)OCC(=O)N1CCCCC1 (stereo not given)	-3	-3	-2	2	6	-2
3	COc1ccc([N+](=O)[O-])cc1NC(=O)CSc1nncn1-c1ccccc1	6	11	6	21	2	-1
8	COc1ccc(C(=O)C2CCCN(C(=O)C3CCOCC3)C2)cc1OC (stereo not given)	-7	-10	-10	0	-5	0
4	Cc1nc2ccc(NC(=O)N(C)c3ccccc3)cc2s1	-9	-14	5	-17	2	-7
2	COCCNC(=S)N/N=C(\C)c1ccccc1O	-10	-13	-10	-39	2	-3
1	C=CCOc1ccccc1/C=N/O	-7	-6	-9	-19	9	-1

no.	COUP-TFII inh	NCOA3 inh	NCOA1 inh	NR5A2 inv ag	ABHD5 PLIN5 PPI
7	6	-12	6	-8	-2
3	12	-20	-6	-5	1
8	22	-26	5	-26	2
4	-2	9	13	8	7
2	-32	-21	-48	-31	1
1	-4	10	0	20	2

Further records:
no.	SMILES	NOD2 RIPK2 PPI	TWEAK-Fn14 inh	TROY NFkB inh	NCOA2 inhibitor	TLR9-MyD88 block	Exocytosis inh
9	Cc1cccc(C)c1Nc1c(-c2ccccn2)nc2ccccn12	4	19	2	13	-4	-11
10	CCOC(=O)N1CCN(C(=O)c2cc(-c3ccc(OCC)cc3)nc3ccccc23)CC1	1	-8	-30	-25	0	6
11	O=C1Nc2ccc(Br)cc2/C1=C/C(=O)c1ccccc1	19	55*	11	0	8	73*
12	Cc1ccc(S(=O)(=O)NNC(=O)CC#N)cc1	-9	-6	-14	-1	2	7
13	CC(C)CC1Nc2ncnc(N3CCN(c4ccccc4)CC3)c2N(Cc2ccccc2)C1=O (stereo not given)	0&-8	-23&-16	3&4	11	8	2&-3
14	C[C@@H]1CN([C@@H](C)CO)C(=O)c2cc(N(C)C)ccc2O[C@@H](C)CCCCO[C@@H]1CN(C)Cc1ccc2c(c1)OCO2	-3	3	4	-9	-16	-2
15	Nc1nc2c(nc(N3CCCCC3)n2[C@@H]2O[C@H](CO)[C@@H](O)[C@H]2O)c(=O)[nH]1	-17	15	14	9	-6	1
16	CCOc1ccc(OCCOCCNCCOC)cc1	3	-15	-1	-9	-1	-2

no.	COUP-TFII inh	NCOA3 inh	NCOA1 inh	NR5A2 inv ag	ABHD5 PLIN5 PPI
9	-3	7	9	-4	2
10	-42	-87	-90	-53	1
11	18	-4	3	10	85*
12	-3	21	6	1	16
13	20	-15&3	7&-2	15&-16	-8&-10
14	-9	-3	-16	-29	3
15	-15	14	4	-1	4
16	5	22	-24	-4	-6

Other structures follow.
no.	SMILES	NOD2 RIPK2 PPI	TWEAK-Fn14 inh	TROY NFkB inh	NCOA2 inhibitor	TLR9-MyD88 block	Exocytosis inh
17	CC(C)NC(=S)Nc1ccc(S(=O)(=O)Nc2ncccn2)cc1	1	-21	-14	-25	-1	3
18	CCN1C=C(C(C)=O)C(=O)CC1	1	3	12	-19	-2	-1
19	Cc1ccc(C(=O)N=c2sccn2C)cc1C	2	-1	-16	-55	-4	-4
20	C[C@H](CO)N1C[C@H](C)[C@@H](CN(C)C(=O)Nc2ccc(C(F)(F)F)cc2)Oc2c(NC(=O)C3CCCCC3)cccc2C1=O	-5	9	-4	0	-2	2
21	CC(=O)Nc1ccc(NC(=O)C2CCN(S(=O)(=O)c3cccc4nonc34)CC2)cc1	-5	-10	-22	9	11	6
22	NNC(=O)c1nc(-c2ccccc2)n2c1CCCCC2	-7	-5	14	7	4	2
23	Cc1cccn2c(=O)nc(SCC(=O)NC3CCCC3)nc12	3	-2	12	12	-17	4
24	N[C@@H](Cc1cc(I)c(O)c(I)c1)C(=O)O	-33	11	12	-12	1	-6

no.	COUP-TFII inh	NCOA3 inh	NCOA1 inh	NR5A2 inv ag	ABHD5 PLIN5 PPI
17	20	7	0	7	4
18	7	-6	-26	14	-3
19	-17	-110	-94	-127	-8
20	-5	9	-16	9	-9
21	-5	10	-7	18	0
22	-15	16	-9	-6	-1
23	11	-3	6	5	-6
24	2	22	15	-19	14

More results
no.	SMILES	NOD2 RIPK2 PPI	TWEAK-Fn14 inh	TROY NFkB inh	NCOA2 inhibitor	TLR9-MyD88 block	Exocytosis inh
25	Cc1noc(C)c1NC(=O)N(C)C[C@@H]1OCc2ccccc2-c2c(n(C)c3ccccc23)C(=O)N([C@H](C)CO)C[C@H]1C	-3	7	-1	-31	-5	-3
26	CCc1cc2c(NCC3CCCO3)nc(C)nc2s1 (stereo not given)	7	-1	x	-7	6	0
27	O=C(CCS(=O)(=O)c1ccccc1)Nc1ccc(-c2nc3ccccc3s2)c(O)c1	-4	12	-2	-34	-1	0
28	CCN(C(=O)CCS(=O)(=O)c1cccc2nonc12)c1ccc(C)c(C)c1	-5	14	19	-17	-3	0
29	OC[C@@H]1CN(Cc2ccncc2)C[C@H](n2cnc3c(N4CCOCC4)ncnc32)O1	1	6	-11	0	x	17
30	O=C(NCCc1ccccc1)c1nc(-c2cccs2)no1	-3	-20	-66	-27	6	3
31	Cc1ccc(-n2cc(CNCCc3cscn3)c(-c3ccc(F)cc3)n2)cc1	4	1	-10	-20	5	2
32	Cc1ccc(-n2cc3ccc([N+](=O)[O-])cc3n2)cc1	1	40	-12	-46	4	1

no.	COUP-TFII inh	NCOA3 inh	NCOA1 inh	NR5A2 inv ag	ABHD5 PLIN5 PPI
25	3	3	4	11	1
26	4	8	-21	26	-2
27	-19	-72	-65	-54	4
28	0	-3	-5	9	-2
29	3	-2	19	12	1
30	-19	-35	-34	-45	-6
31	-27	0	4	-8	4
32	-52	-102	-123	-148	-6

Next records
no.	SMILES	NOD2 RIPK2 PPI	TWEAK-Fn14 inh	TROY NFkB inh	NCOA2 inhibitor	TLR9-MyD88 block	Exocytosis inh
33	CS(=O)(=O)N1CCSC1c1ccc(Br)cc1 (stereo not given)	-14	1	0	-2	-9	-3
34	COc1ccc(NC(=O)CN(C)Cc2c(F)cccc2Cl)cc1S(=O)(=O)N1CCCCC1	0	36	8	11	10	-2
35	COc1ccc(CCNC(=O)C2CCCN(S(=O)(=O)c3cnc[nH]3)C2)cc1OC (stereo not given)	-1	-4	0	-16	2	-1
36	Cc1ccc(OCC(=O)Nc2ccc3c(c2)OCO3)cc1C	0	-1	-83	-10	2	-16
37	CC(C)N(C)C1=CC(=O)C(N(C)C(C)C)=CC1=O	-14	3	6	-11	4	-3
38	Cc1ccccc1-n1c(=O)cc(NCC2CCCO2)[nH]c1=O (stereo not given)	-1	4	10	6	7	1
39	CCOC(=O)c1c(-c2ccc(C)cc2)csc1NC(=O)C1CC=CCC1C(=O)O (stereo not given)	-17	0	13	-39	15	2
40	O=C1CSC2(CCCCC2)N1CCO	3	-10	0	10	3	12
41	Cc1ccc(/C=C2/Sc3ccc(C(=O)N4CCN(C)CC4)cc3NC2=O)cc1	3	-11	-4	-2	-2	52
42	CCCCN(C(=O)CSc1nnc2ccccn12)c1c(N)n(Cc2ccccc2)c(=O)[nH]c1=O	-10	-15	-15	0	-6	-1
43	CCCCOC(=O)Cn1c(=O)c2c(nc(Br)n2Cc2ccccc2)n(C)c1=O	2	28	1	3	0	1

no.	COUP-TFII inh	NCOA3 inh	NCOA1 inh	NR5A2 inv ag	ABHD5 PLIN5 PPI
33	-8	17	-7	-10	9
34	3	21	-25	23	-2
35	-6	12	1	15	0
36	4	-12	5	1	2
37	-4	-8	3	-2	-12
38	10	-16	6	-8	6
39	3	3	12	11	1
40	4	10	-35	18	-7
41	-5	-4	0	-5	16
42	-18	10	8	5	-2
43	12	13	2	5	-4

Source: PubChem
